Bioassay records from PubChem.
ZTA counter: counter-screen for EBNA-1 inhibitors: inhibitors of Epstein-Barr virus ZTA. P03206. AID 2234. inhibition, % at 11 µM. 0.15% of 320,000 active. ZTA-DNA binding, fluorescence polarization; in the data active = inhibition above about 33%
PP1 inh: PP1-alpha phosphatase inhibitors, primary screen, counter-screen for PP5 inhibitor project, biochemical, fluorescence, OMFP substrate, single point | Serine/threonine-protein phosphatase PP1-alpha catalytic subunit (Homo sapiens), P62136 | purified PP1alpha | inhibition, % at 6.7 µM | 0.9% of 320,000 active;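 active = inhibition above the mean inhibition of all tested compounds plus 3 SD, computed separately for each screening campaign, cut at about 15% in these data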
Target sequence (P62136 whole entry, looked up): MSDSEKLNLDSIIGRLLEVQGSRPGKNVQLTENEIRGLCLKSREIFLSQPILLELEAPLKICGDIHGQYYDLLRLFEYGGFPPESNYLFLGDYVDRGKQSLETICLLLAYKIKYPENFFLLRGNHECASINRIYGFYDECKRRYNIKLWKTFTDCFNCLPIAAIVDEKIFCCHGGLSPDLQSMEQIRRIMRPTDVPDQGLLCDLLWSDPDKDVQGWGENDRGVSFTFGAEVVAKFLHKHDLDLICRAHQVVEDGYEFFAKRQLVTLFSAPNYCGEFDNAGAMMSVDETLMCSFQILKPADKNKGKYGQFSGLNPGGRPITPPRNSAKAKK
PP5 primary: PP5 phosphatase inhibitors, primary screen, biochemical, fluorescence. purified PP5c, OMFP substrate fluorescence. inhibition, % at 6.7 µM. 0.18% of 320,000 active;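 active = inhibition above the campaign's mean inhibition across all tested compounds plus 3 SD, cut at about 9.5% in these data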;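 note: 0% = DMSO only and 100% = 100 µM cantharidin control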
Target sequence (P53041 whole entry, looked up): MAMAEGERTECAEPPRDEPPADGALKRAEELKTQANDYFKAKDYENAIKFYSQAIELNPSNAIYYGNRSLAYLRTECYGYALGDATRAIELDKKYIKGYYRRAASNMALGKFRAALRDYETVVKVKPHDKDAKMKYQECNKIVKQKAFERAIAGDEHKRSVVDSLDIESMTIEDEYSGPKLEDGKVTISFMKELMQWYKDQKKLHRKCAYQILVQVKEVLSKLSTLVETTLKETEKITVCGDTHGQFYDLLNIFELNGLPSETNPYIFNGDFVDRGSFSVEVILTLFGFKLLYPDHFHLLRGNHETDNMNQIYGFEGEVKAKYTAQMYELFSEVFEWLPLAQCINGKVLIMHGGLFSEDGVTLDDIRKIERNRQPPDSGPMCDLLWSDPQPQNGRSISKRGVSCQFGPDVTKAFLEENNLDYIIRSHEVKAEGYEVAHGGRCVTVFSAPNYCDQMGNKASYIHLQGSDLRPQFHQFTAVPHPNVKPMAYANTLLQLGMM
Yeast superoxide: reduction of superoxide in aged yeast, primary screen, HTS; S. cerevisiae aged cells, superoxide DHE fluorescence; active compounds read low; superoxide response (% of plate mean), % at 10 µM; 0.18% of 330,000 active; AID 2690, 2010;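 active = superoxide response under a set limit, about three screen SD below normal, cut at about 65% in these data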;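 note: yeast aged for seven days with compound at 30 °C before DHE staining; 100% = average MFI of all compound-treated wells on the plate with controls excluded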
TPT1 inh: Candida albicans TPT1 enzyme inhibitors, primary screen, biochemical, fluorescence polarization | recombinant caTPT1, FP RNA substrate dephosphorylation | tRNA 2'-phosphotransferase TPT1 (Candida albicans SC5314) | AID 1962, 2009 | inhibition, % at 5 µM | 0.81% of 300,000 active;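 active = inhibition above the mean of all tested compounds plus 3 SD, set per screening campaign, cut at about 24% in these data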;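 note: plate controls were DMSO alone for no effect and ferristatin control at 100 nM for full effect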
HCV core dimer: inhibitors of HCV core protein dimerization, primary screen, biochemical, TR-FRET, high-throughput; inhibition, % at 5 µM; AID 1899, 2009; 0.33% of 300,000 active; TR-FRET GST/Flag-core106 dimerization, 1536-well;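 active = inhibition above the mean of all tested compounds plus 3 SD, set per screening campaign, cut at about 45% in these data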
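Material: Tagged HCV core106 pair (GST and Flag) | Amount: GST-core106 13.5 nM, Flag-core106 17 nM | Medium: KF-containing HEPES buffer, pH 7.45, DTT, CHAPS, BSA | Reagent: Eu donor and XL665 acceptor anti-tag antibodies | Schedule: 4 h at 22.5 °C | Technique: Time-resolved FRET, ex 340 nm, em 617 and 671 nm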
GASC-1 inh: inhibitors of GASC-1 histone demethylase, primary screen, biochemical, fluorescence, DELFIA europium. Lysine-specific demethylase 4C (Homo sapiens), Q9H3R0. GST-JMJD2C(1-420) H3K9me3 demethylation. inhibition, % at 2.35 µM. 0.069% of 330,000 active. AID 2099, 2009;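 active = more than half of a compound's replicate wells show inhibition beyond 50%, single wells judged on their own value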;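 note: signal counts dimethyl H3K9 product captured on neutravidin plate; 0% = median of DMSO wells and 100% = 0.3 times that DMSO median; strong numbers were not always called active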
EBNA-1 inhibitor: EBNA-1 DNA-binding inhibitors, primary screen, biochemical, fluorescence polarization; 0.34% of 300,000 active; inhibition, % at 14.8 µM; AID 1950, 2009; in the data active = inhibition above about 28%
CTSL1 counter: Fasciola hepatica cathepsin L1 inhibitors, primary screen, counter-screen for PFM18AAP inhibitor project, biochemical, QFRET, fluorogenic peptide substrate; recombinant F. hepatica cathepsin L1, Z-Leu-Arg-MCA fluorescence; inhibition, % at 5.96 µM; 0.49% of 300,000 active;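 active = inhibition above the mean of all tested compounds plus 3 SD, set per screening campaign, cut at about 17% in these data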;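 note: 0% = plate median of test compound wells and 100% = 1 µM Z-Phe-Ala-diazomethylketone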
Active calls of the source: *; . = not tested or not shown; & = joins results of further samples.

SMILES	ZTA counter	PP1 inh	PP5 primary	Yeast superoxide	TPT1 inh	HCV core dimer	GASC-1 inh	EBNA-1 inhibitor	CTSL1 counter
COc1ccc(-c2nnn(CC(=O)N(CCN3CCOCC3)C(C(=O)NC3CCCCC3)c3ccco3)n2)cc1 (stereo not drawn)	-15	-2	-2.5	101	0	2	36	-10	3
CCOC(=O)c1nnc(-c2ccccc2)o1	-5	-4	4.9	90	0	-3	-20	-1	0
CC(C)C(=O)Nc1ccc(C(=O)N/N=C/c2cc(Br)cc(Br)c2O)cc1	-1	-1	1.4	114	13	-29	18	-8	6
CC(C)CNC(=O)CC1Nc2ccccc2NC1=O (stereo not drawn)	4	3	0.1	122	7	2	6	-3	0
Cc1ccccc1-c1cccc(CN2CCN(C)C(CCO)C2)c1 (stereo not drawn)	6	0	-2.4	92	0	-7	9	3	3
Cc1c(C(=O)OCC(=O)N2CCCCC2C)oc2ccccc12 (stereo not drawn)	-5	-4	-0.5	107	.	.	4	.	.
COc1ccc(CCNC(=O)C2CCCN(S(=O)(=O)N3CCCCCC3)C2)cc1OC (stereo not drawn)	13	-10	0.7	95	-3	-14	10	-10	8
Cc1cc(NC(=O)Nc2cccc3ccccc23)no1	-3	-2	1.6	107	1	0	-3	4	0
Cc1ccccc1CN1CCCNC1=O	-18	-4	4.6	98	-1	-2	-1	-14	0
O=C(CN1CCN(Cc2ccccc2Cl)C1=O)NCCCN1CCOCC1	16	-2	0.6	88	-3	-5	3	9	-2
CC(=O)C1=C(O)C(=O)N(CCCO)C1c1ccccc1 (stereo not drawn)	11	6	8.8	94	0	-3	8	7	-3
O=C(COC(=O)c1c[nH]c(=O)[nH]c1=O)NCc1ccccc1	3	3	-0.5	93	-10	-2	5	12	-3
CN(CC(=O)Nc1ccccc1Sc1ccccc1)C1CCCCC1	-9	1	0.5	86	2	1	12	-5	5
CC1CCN(c2[nH]c(=S)c(C#N)c3c2CCCC3)CC1	9	-2	-1.0	82	-1	-2	-1	13	0
O=C(N/N=C/c1cc2c(cc1Cl)OCO2)c1cc(-c2ccccc2)n[nH]1	8	6	3.5	85	-5	10	5	17	3
NC(=O)c1ccc(NC(=O)CCCN2C(=O)NC3(CCCC3)C2=O)cc1	-7	-2	-3.3	92	.	.	.	.	.
O=C(CNC(=O)c1ccccc1)NCCc1nc2ccccc2[nH]1	-10	1	3.6	91	4	-3	-3	-19	-2
O=C(CCNC(=O)c1ccccc1)NCCc1ccc(Cl)cc1	2	-2	1.4	107	-1	4	-2	3	-2
O=C(O)CCCNC(=O)/C=C/c1ccco1	14	2	0.2	93	-5	4	-8	9	1
CC(C)CN(CC(C)C)C(=O)CCCC(=O)N(CC(C)C)CC(C)C	-11	3	-0.7	107	-2	3	-20	-2	0

Given with two lines to a compound: 7 of the compounds above.
Values run as follows: ZTA counter | PP1 inh | PP5 primary | Yeast superoxide | TPT1 inh | HCV core dimer | GASC-1 inh | EBNA-1 inhibitor | CTSL1 counter
> CC1CCN(c2[nH]c(=S)c(C#N)c3c2CCCC3)CC1
 : 9 | -2 | -1.0 | 82 | -1 | -2 | -1 | 13 | 0
> O=C(N/N=C/c1cc2c(cc1Cl)OCO2)c1cc(-c2ccccc2)n[nH]1
 : 8 | 6 | 3.5 | 85 | -5 | 10 | 5 | 17 | 3
> NC(=O)c1ccc(NC(=O)CCCN2C(=O)NC3(CCCC3)C2=O)cc1
 : -7 | -2 | -3.3 | 92 | . | . | . | . | .
> O=C(CNC(=O)c1ccccc1)NCCc1nc2ccccc2[nH]1
 : -10 | 1 | 3.6 | 91 | 4 | -3 | -3 | -19 | -2
> O=C(CCNC(=O)c1ccccc1)NCCc1ccc(Cl)cc1
 : 2 | -2 | 1.4 | 107 | -1 | 4 | -2 | 3 | -2
> O=C(O)CCCNC(=O)/C=C/c1ccco1
 : 14 | 2 | 0.2 | 93 | -5 | 4 | -8 | 9 | 1
> CC(C)CN(CC(C)C)C(=O)CCCC(=O)N(CC(C)C)CC(C)C
 : -11 | 3 | -0.7 | 107 | -2 | 3 | -20 | -2 | 0

Further results:
SMILES	ZTA counter	PP1 inh	PP5 primary	Yeast superoxide	TPT1 inh	HCV core dimer	GASC-1 inh	EBNA-1 inhibitor	CTSL1 counter
Cn1c(SCC(=O)Nc2ccc(Cl)cn2)nnc1C1CC1	-15	0	1.1	100	0	-3	2	9	-3
Cc1nnc(SCc2cccc3ccccc23)s1	5	2	1.5	107	0	0	7	4	0
O=C(C1CC1)N1N=C2CCCCC2C1(O)C(F)(F)F (stereo not drawn)	-4	-6	0.8	98	1	1	-4	1	3
COc1cc(NC(=O)c2ccco2)c(C(=O)OCC(=O)Nc2ncc(Cl)cc2Cl)cc1OC	-2	0	1.0	119	4	33	23	-8	-1
O=C(OCc1ccc(C(=O)c2ccccc2)cc1)c1cccc(-c2nnc(-c3ccccc3)o2)c1	-13	-3	1.4	94	4	1	5	7	4
CCOC(=O)/C(=N\Nc1ccccc1[N+](=O)[O-])c1csc(N)n1	-9	-2	-1.3	109	-3	1	-1	-18	0
Cc1nn(C)c(C)c1N1C(=O)c2cccc3c(N)ccc(c23)C1=O	5	-14	-2.7	81	-106	-6	4	9	0
Cc1cccnc1NC(=O)C1CCN(S(=O)(=O)c2cccs2)CC1	-9	3	0.9	93	-4	-7	3	1	-5
Cc1cc(C(=O)COC(=O)c2n[nH]c(=O)c3ccccc23)c(C)n1C(C)C	6	-1	1.1	92	.	.	1	.	.
COc1cccc(CN2CCC(n3nccc3NC(=O)CCOc3ccccc3)CC2)c1	1	-2	-1.4	96	1	-1	2	-5	-3
COc1ccc(N2CCN(C(=O)CN(Cc3ccccc3)S(C)(=O)=O)CC2)cc1	-22	-7	3.4	87	1	-8	0	-3	2
CN(CC(=O)Nc1ccc(F)cc1)CC(=O)Nc1ccc(Cl)c(S(=O)(=O)N2CCOCC2)c1	14	-1	1.9	87	1	5	-6	-3	-2
O=C(Nc1scc(-c2ccccc2)c1C(=O)O)c1ccccc1F	-12	-1	4.0	108	-1	10	-2	1	4
Cc1nn(-c2ccccc2C(=O)O)c(=O)c2ccccc12	-6	-3	1.3	83	2	0	-1	5	1
COc1ccc(S(=O)(=O)Nc2ccc3oc4ncccc4c(=O)c3c2)cc1OC	-8	-5	3.7	120	3	2	4	-12	0
CCc1cc2c3c(c(=O)oc2cc1OC(C)C(=O)O)CCCC3 (stereo not drawn)	-4	0	-0.3	104	0	5	3	9	6
CC(=O)N1c2ccc(S(=O)(=O)N3CCC(C(=O)N4CCCC(C)C4)CC3)cc2CC1C (stereo not drawn)	4	-2	0.6	94	-4	1	2	-12	-4
CCc1nnc(NC(=O)CSc2nnc(CNC(=O)c3cc(OC)c(OC)c(OC)c3)o2)s1	1	-2	-1.7	90	1	10	-10	-7	-7
C=CCn1c(/N=C/c2ccc3c(c2)OCO3)nc2ccccc21	10	-3	1.7	91	-1	-3	1	18	2
CS(=O)(=O)c1nncn1-c1ccccc1	-15	6	1.2	111	3	-8	7&7	-2	-3

Quoted at random: five records from the list
SMILES	ZTA counter	PP1 inh	PP5 primary	Yeast superoxide	TPT1 inh	HCV core dimer	GASC-1 inh	EBNA-1 inhibitor	CTSL1 counter
COc1ccc(S(=O)(=O)Nc2ccc3oc4ncccc4c(=O)c3c2)cc1OC	-8	-5	3.7	120	3	2	4	-12	0
CCc1nnc(NC(=O)CSc2nnc(CNC(=O)c3cc(OC)c(OC)c(OC)c3)o2)s1	1	-2	-1.7	90	1	10	-10	-7	-7
CC(=O)N1c2ccc(S(=O)(=O)N3CCC(C(=O)N4CCCC(C)C4)CC3)cc2CC1C (stereo not drawn)	4	-2	0.6	94	-4	1	2	-12	-4
C=CCn1c(/N=C/c2ccc3c(c2)OCO3)nc2ccccc21	10	-3	1.7	91	-1	-3	1	18	2
CN(CC(=O)Nc1ccc(F)cc1)CC(=O)Nc1ccc(Cl)c(S(=O)(=O)N2CCOCC2)c1	14	-1	1.9	87	1	5	-6	-3	-2

Next section.
SMILES	ZTA counter	PP1 inh	PP5 primary	Yeast superoxide	TPT1 inh	HCV core dimer	GASC-1 inh	EBNA-1 inhibitor	CTSL1 counter
CS(=O)(=O)Nc1nnc(SCC(=O)Nc2cccc([N+](=O)[O-])c2)s1	-5	0	-3.5	105	-7	-2	-2	-1	0
CCn1ncc(/C=N/NC(=O)c2ccc3c(c2)OCO3)c1C	-5	-3	2.5	108	2	-2	0	-6	1
COc1ccc(-n2c(SCC(=O)Nc3ccc(Cl)cc3)nc(O)c(Cc3ccccc3)c2=O)cc1	1	3	2.6	95	-5	13	5	11	3
CCOC(=O)CSc1ncnc2c1cnn2-c1ccccc1	24	-8	1.9	121	4	5	0	1	-6
CCN(CC)C(=O)C1CCCN(Cc2ccc(OC)c(C)c2C)C1 (stereo not drawn)	-28	-1	3.2	107	-1	-4	-1	-10	-3
CCCCCN(C(=O)CCC(=O)OCC(=O)N1CCCC(C)C1)c1c(N)n(CCCC)c(=O)[nH]c1=O (stereo not drawn)	3	-4	3.0	104	2	4	1	-4	-1
Cc1cc(C)c2c(=O)[nH]c(=O)n(Cc3ccccc3)c2n1	-7	-5	0.9	108	12	5	-1	-9	-3
CCOC(=O)CCNCc1ccc(OC)c(OC)c1	-18	5	2.5	98	-1	-2	16	9	-1
O=C1CN(c2ccccc2)C(=S)N1C(=O)c1ccccc1	9	3	-1.9	104	4	15	7	14	2
O=C(Nc1ccc(F)cc1)C1CCCN(S(=O)(=O)c2cccc3cccnc23)C1 (stereo not drawn)	-2	-5	1.0	98	-6	3	4	-4	-3
COc1ccc(C)cc1NC(=O)CSc1nnnn1Cc1ccccc1	10	3	-0.7	112	-2	4	19	8	-3
COc1ccccc1N1CCN(C2=CC(=O)CCC2)CC1	8	-2	1.1	112	0	0	4	6	2
CC(C)(C)N1CC2(c3ccccc3)CN(C(C)(C)C)CC(c3ccccc3)(C1)C2=O	-8	-2	0.7	97	-2	12	5	8	-1
O=C(C1=C[C@@H](C2CC2)C[C@@H](OCCCCO)O1)N1CCOCC1	3	-3	1.6	90	-4	-11	3	5	-4
Cc1ccc(SCCN2CCC(C)CCC2=O)cc1 (stereo not drawn)	-1	-2	1.7	98	2	8	-1	3	0
CN(CCCNC(=O)c1cccn2c(=O)c3ccccc3nc12)Cc1ccccc1	11	-2	3.5	103	1	4	-37	3	2
CN(C)CCCNC(=O)/C(=C\c1ccc(-c2ccc(Br)cc2)o1)NC(=O)c1ccccc1	-4	2	3.7	113	16	-26	-3	-18	0
COC(=O)c1ccc2c(=O)[nH]c(COC(=O)c3c(-c4ccccc4)noc3C)nc2c1	7	-3	-2.0	99	1	3	4	0	0
COc1cccc(C(=O)c2c[nH]c(C(=O)NCc3cccnc3)c2)c1	-10	-2	-0.4	97	3	-1	1	0	-7
